# GPR151 ag: activates the human receptor GPR151; 650,000 compounds, 1% hits; AID 1508602; PathHunter beta-arrestin GPR151 cells, luminescence; Q8TDV0; activation, % at 11.2 µM; in the data active = activation above about 4.9%;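 note: 0% = median of compound wells and 100% = cells with positive control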
# Target sequence (Q8TDV0 whole entry, looked up): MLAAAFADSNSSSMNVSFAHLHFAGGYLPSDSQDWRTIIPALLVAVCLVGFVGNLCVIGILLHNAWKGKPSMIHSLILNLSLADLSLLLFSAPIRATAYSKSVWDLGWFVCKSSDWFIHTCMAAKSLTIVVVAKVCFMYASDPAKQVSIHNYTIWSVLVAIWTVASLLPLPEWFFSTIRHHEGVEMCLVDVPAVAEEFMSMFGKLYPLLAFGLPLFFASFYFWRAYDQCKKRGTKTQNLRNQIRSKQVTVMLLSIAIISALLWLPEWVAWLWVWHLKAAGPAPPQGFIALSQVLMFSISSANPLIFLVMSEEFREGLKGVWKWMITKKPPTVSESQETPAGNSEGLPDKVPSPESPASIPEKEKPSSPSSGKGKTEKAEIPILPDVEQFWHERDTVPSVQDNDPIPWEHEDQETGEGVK
# TEAD-YAP inh: TEAD-YAP interaction inhibition | inhibition, % at 9.12 µM | 640,000 compounds, 1.4% hits | AID 1259422 | HEK-TIYL cells, TEAD-Gal4/YAP UAS-luciferase luminescence; in the data active = inhibition above about 32%;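 note: 0% = median of test compound wells and 100% = reference inhibitor wells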
# FBW7 act: human FBW7 E3 ligase activation, primary screen; 650,000 compounds, 0.13% hits; AlphaScreen FBW7–phospho-cyclin E peptide binding, activator screen; normalized activity (activation), % at 26.1 µM; AID 1259310; in the data active = normalized activity above about 1.9%;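 note: purified mutant Fbw7 with reduced substrate affinity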
# MITF primary: inhibitors of human MITF; 650,000 compounds, 0.91% hits; AID 1259374; inhibition, % at 2.6 µM; AlphaScreen MITF homodimerization, bead proximity signal; O75030; in the data active = inhibition above about 50%;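 note: 0% = vehicle wells with protein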
# Target sequence (O75030 whole entry, looked up): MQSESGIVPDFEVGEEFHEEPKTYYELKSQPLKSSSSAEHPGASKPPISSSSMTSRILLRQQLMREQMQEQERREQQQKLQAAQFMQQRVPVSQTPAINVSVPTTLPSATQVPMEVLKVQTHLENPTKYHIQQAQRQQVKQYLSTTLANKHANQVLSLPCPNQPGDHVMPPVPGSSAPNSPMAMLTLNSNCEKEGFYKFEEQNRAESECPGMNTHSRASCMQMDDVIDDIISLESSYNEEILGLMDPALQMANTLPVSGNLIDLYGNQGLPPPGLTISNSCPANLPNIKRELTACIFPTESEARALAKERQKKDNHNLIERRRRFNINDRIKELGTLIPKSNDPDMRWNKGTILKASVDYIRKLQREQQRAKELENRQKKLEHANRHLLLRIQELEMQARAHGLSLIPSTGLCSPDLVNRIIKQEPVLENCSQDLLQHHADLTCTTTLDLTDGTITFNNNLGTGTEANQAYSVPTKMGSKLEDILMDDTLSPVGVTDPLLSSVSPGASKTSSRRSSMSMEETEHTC
# Numbers without * were called inactive.
(1) COc1ccc2oc(C)c(C(O)c3ccccc3)c2c1 (stereo unspecified)
(2) CCOc1cccc(C(=O)Nc2ccc3c(c2)OCCO3)c1
(3) CC1C(C#N)=C(SCC(=O)c2ccc(Cl)cc2)NC2=C1C(=O)CC(C)(C)C2 (stereo unspecified)
(4) Cc1c(NC(=O)Nc2cccc3c2CCCC3)c(=O)n(-c2ccccc2)n1C
(5) O=C(Cn1c(C(O)c2ccccc2)nc2ccccc21)NC1CCCCC1 (stereo unspecified)
(6) CCOC(=O)c1sc(NC(=O)C(C)Sc2nnc(CNC(=O)c3cccc(F)c3)n2C)c(C(=O)OCC)c1C (stereo unspecified)
(7) CCn1c(=N)n(CC(=O)c2ccc(F)cc2)c2ccccc21
(8) CCOC(=O)C1=C(c2ccccc2)N=c2s/c(=C/c3ccc(N4CCN(C)CC4)o3)c(=O)n2C1c1cccs1 (stereo unspecified)

screen / no. | 1 | 2 | 3 | 4 | 5 | 6 | 7 | 8
GPR151 ag | -0.2 | -6.1 | -1.3 | 0.9 | 1.4 | -1.3 | 1.6 | -1.5
TEAD-YAP inh | -2.5 | 57.7* | 2.1 | -22.9 | 5.2 | -3.7 | -34.8 | 4.2
FBW7 act | -0.2 | 0.1 | -0.1 | 0.3 | -0.1 | -0.1 | 0.7 | -0.1
MITF primary | 10.6 | 2.2 | 15.9 | 0.4 | 13.7 | 1.3 | 1.6 | 10.3

(9) CN(C)S(=O)(=O)c1ccc(/C(O)=C2/C(=O)C(=O)N(Cc3cccnc3)C2c2ccc(Cl)cc2)cc1 (stereo unspecified)
(10) Cc1ccc(C(=O)C2CCN(CC(N)=O)CC2)cc1
(11) COC(=O)c1c(NC(=O)C(C)Oc2ccc(OC)cc2)sc2c1CCC2 (stereo unspecified)
(12) Cc1cccc(N2C(N)=C(C#N)C(c3cccnc3)C3=C2CC(C)(C)CC3=O)c1 (stereo unspecified)
(13) COc1ccc(C(=O)Nn2c(-c3cccc(C)c3)nc3ccccc3c2=O)c(OC)c1
(14) Cc1[nH]c(=O)[nH]c1C(=O)CCCCC(=O)OCC(=O)Oc1ccc2ccccc2c1
(15) COc1ccc(OC)c(N=C2NC(=O)CC(C(=O)Nc3cc(C(F)(F)F)ccc3Cl)S2)c1 (stereo unspecified)
(16) O=C(c1nc2ccccc2s1)C1CCN(C(=O)Cn2cnc3ccccc3c2=O)CC1

screen / no. | 9 | 10 | 11 | 12 | 13 | 14 | 15 | 16
GPR151 ag | 0.8 | 0.8 | -1.3 | -0.9 | 0.2 | 1.0 | 0.7 | 0.0
TEAD-YAP inh | 0.7 | 17.1 | 20.0 | -11.6 | 0.3 | -6.0 | 0.4 | -1.6
FBW7 act | -0.1 | 0.2 | 1.1 | -0.2 | 0.0 | -0.9 | 0.0 | 0.0
MITF primary | -3.6 | 7.2 | 20.5 | 1.0 | 14.6 | 112.0* | 0.7 | 5.0

(17) Cc1nnc(Nc2nc(N3CCOCC3)nc(N3CCOCC3)n2)s1
(18) CC(C)(C)SCC(=O)Nc1ccc(S(=O)(=O)c2ccc([N+](=O)[O-])cc2)cc1
(19) CN(C(=O)Cn1nc(C(=O)O)c2ccccc2c1=O)C1CCCCC1
(20) CC(C)CN1CC[C@H]2[C@H](CCCN2C(=O)C2CCCO2)C1 (stereo partly specified)
(21) CCN(C1CCCCC1)S(=O)(=O)c1ccc(F)cc1
(22) CCOC(=O)CSc1nc2c(sc(=S)n2-c2ccccc2)c(=O)n1-c1ccccc1
(23) CCOC(=O)C1=C(CC)NC2=C(C(=O)CC(C)(C)C2)C1c1cc2c(cc1[N+](=O)[O-])OCO2 (stereo unspecified)
(24) COc1cc(/C=C/c2nc3cc(Cl)ccc3c(=O)n2-c2ccc(NC(C)=O)cc2)cc(OC)c1OC

screen / no. | 17 | 18 | 19 | 20 | 21 | 22 | 23 | 24
GPR151 ag | -0.5 | 1.4 | 0.5 | -0.8 | 0.7 | 1.8 | -0.1 | -0.1
TEAD-YAP inh | 1.6 | 8.0 | -8.6 | -3.5 | -6.3 | -4.8 | 3.2 | -9.7
FBW7 act | 0.3 | 0.0 | -0.2 | -0.1 | -0.1 | 0.1 | -0.3 | 0.0
MITF primary | 2.1 | -15.5 | -4.9 | -2.2 | -0.1 | -14.1 | 10.4 | 11.6

(25) CCOC(=O)C1(CCOc2ccccc2)CCN(C(C)Cn2nc(C)cc2C)CC1 (stereo unspecified)
(26) Cc1cccc(CNC2CCN(c3ccc(NC(=O)Cc4cccc(F)c4)cc3)CC2)n1
(27) COc1ccc(SCCCC(=O)Nc2cccc(Cl)c2Cl)cc1
(28) O=C(Nc1ccc(C(F)(F)F)cc1)c1ccc(NCCCN2CCN(c3cccc(Cl)c3)CC2)c([N+](=O)[O-])c1
(29) C(=C\Cn1nnc2ccccc21)/Cn1nnc2ccccc21
(30) Cc1ccc(-c2csc3ncc(C(=O)NC(C)C)c(=O)n23)cc1
(31) COC(=O)C(=C/C=C/c1cccs1)C(=O)OC
(32) COC(=O)c1ccc(NS(=O)(=O)c2cc(C(=O)OC)ccc2C(=O)OC)cc1

screen / no. | 25 | 26 | 27 | 28 | 29 | 30 | 31 | 32
GPR151 ag | 0.9 | -0.1 | 0.5 | 0.2 | 0.7 | -0.5 | -0.5 | -0.4
TEAD-YAP inh | -2.8 | -10.7 | 11.6 | 1.7 | -53.7 | -4.5 | 7.1 | 2.6
FBW7 act | 0.0 | -0.2 | 0.7 | -0.6 | 0.0 | 0.7 | 0.9 | 0.2
MITF primary | 2.9 | 0.3 | 2.6 | 3.4 | 1.7 | 0.4 | 1.3 | 9.4

(33) Cn1c(-[n+]2ccccc2)c(/C=N/NC(N)=S)sc1=O
(34) CCCCN1C(=O)Cc2c1nc(N)c1c(N)nc(N3CCN(C=O)CC3)c(C#N)c21
(35) Cn1cc(C(=O)N2CCN(c3ccc(F)cc3)CC2)c2c3ccccc3n(C)c2c1=O
(36) Cc1ccc(S(=O)(=O)N(CC(=O)NCc2ccco2)C(=O)N2CCN(C)CC2)cc1
(37) CCCC1CCc2c(sc(NC(=O)OC)c2C#N)C1 (stereo unspecified)
(38) CCOC(=O)N1CCN(S(=O)(=O)c2cn(C)c(=O)n(C)c2=O)CC1
(39) CCOC(=O)C1CCC(CN(Cc2ccc(Cl)cc2)S(=O)(=O)c2cc(C)ccc2C)CC1 (stereo unspecified)
(40) CCc1ccccc1NC1C=CS(=O)(=O)C1 (stereo unspecified)

screen / no. | 33 | 34 | 35 | 36 | 37 | 38 | 39 | 40
GPR151 ag | -0.7 | 0.2 | -0.1 | 1.5 | 2.3 | -0.1 | -0.5 | 0.7
TEAD-YAP inh | 0.7 | 8.2 | 4.6 | -3.5 | -7.4 | 3.0 | -2.2 | 33.7*
FBW7 act | 0.0 | -0.6 | -0.1 | 0.0 | -0.2 | -0.1 | -0.2 | 0.2
MITF primary | 9.7 | 23.7 | -8.1 | 2.2 | -3.6 | 0.0 | 4.6 | 14.1

(41) CNC(=O)C1Cc2ccccc2CN1S(=O)(=O)c1ccc(OC)c(OC)c1 (stereo unspecified)
(42) Cc1ccc(C)c(S(=O)(=O)N2CCC(c3nnc(C4CC4)o3)CC2)c1
(43) CCc1ccc(-c2nc(Cc3ccccc3)no2)cc1
(44) O=C(Oc1ccc(N2C(=O)C3C4CCC(C4)C3C2=O)cc1)c1ccco1 (stereo unspecified)
(45) CCOC(=O)C(=CNc1cc2oc3ccccc3c2cc1OC)C(=O)OCC
(46) OCC1CCCN(C(=S)Nc2ccc(OC(F)F)cc2)C1 (stereo unspecified)
(47) Cc1ccc(/C=N\NC(=O)c2ccccn2)cc1
(48) Cc1ccc(CN2C[C@@H]3C[C@@H](c4cccc(O)c4)N4CCC[C@@]34C2=O)o1

screen / no. | 41 | 42 | 43 | 44 | 45 | 46 | 47 | 48
GPR151 ag | 0.2 | -0.5 | 1.6 | -0.5 | 1.4 | -0.8 | -5.2 | -0.1
TEAD-YAP inh | 18.3 | 0.8 | -47.2 | 3.9 | 3.0 | -34.1 | 24.2 | 1.6
FBW7 act | 1.4 | -0.1 | 0.0 | 0.2 | 0.1 | 0.0 | -0.3 | 0.1
MITF primary | 12.3 | 5.9 | -4.8 | 9.5 | -3.7 | -0.8 | -0.5 | 11.2

(49) CCOc1ccc(C(=O)Nc2ccc(Cl)cc2)nn1
(50) O=C1NC(=O)N(Cc2ccccc2)C(=O)/C1=C/c1ccc(-c2ccccc2[N+](=O)[O-])o1
(51) CCCn1c(=O)c(C(=O)NCc2ccc3c(c2)OCO3)c(O)c2ccccc21
(52) O=C1CCC(C(=O)Nc2cc(F)cc(F)c2)=NN1
(53) COc1ccccc1NS(=O)(=O)c1ccc(-c2ccccc2)cc1
(54) COc1ccc2[nH]c(=O)c(CN(CC3CCCO3)C(=O)Nc3ccc(F)cc3)cc2c1 (stereo unspecified)
(55) COc1ccc(Cl)cc1NC(=O)c1cc(S(=O)(=O)N2CCN(c3ccccc3)CC2)ccc1F
(56) O=S(=O)(Nc1ccc(I)cc1)N1CCCCC1

screen / no. | 49 | 50 | 51 | 52 | 53 | 54 | 55 | 56
GPR151 ag | 0.0 | -0.1 | -1.0 | 6.4* | 1.2 | 0.1 | 1.1 | -0.5
TEAD-YAP inh | 3.0 | 5.2 | 0.5 | 8.6 | 4.7 | 13.5 | -4.8 | -11.4
FBW7 act | 0.5 | 0.1 | 0.0 | 0.0 | -0.1 | -0.2 | 0.6 | 0.2
MITF primary | 17.4 | 17.2 | -0.3 | -3.1 | 3.5 | 12.3 | 22.5 | 2.5

# Whole records, quoted from the list. Screens in order: GPR151 ag | TEAD-YAP inh | FBW7 act | MITF primary
# `O=C1NC(=O)N(Cc2ccccc2)C(=O)/C1=C/c1ccc(-c2ccccc2[N+](=O)[O-])o1` is listed as -0.1 | 5.2 | 0.1 | 17.2
# `COc1ccc(OC)c(N=C2NC(=O)CC(C(=O)Nc3cc(C(F)(F)F)ccc3Cl)S2)c1` (stereo unspecified) is listed as 0.7 | 0.4 | 0.0 | 0.7
# `CCCCN1C(=O)Cc2c1nc(N)c1c(N)nc(N3CCN(C=O)CC3)c(C#N)c21` is listed as 0.2 | 8.2 | -0.6 | 23.7
# `CCOC(=O)c1sc(NC(=O)C(C)Sc2nnc(CNC(=O)c3cccc(F)c3)n2C)c(C(=O)OCC)c1C` (stereo unspecified) is listed as -1.3 | -3.7 | -0.1 | 1.3
# `Cn1cc(C(=O)N2CCN(c3ccc(F)cc3)CC2)c2c3ccccc3n(C)c2c1=O` is listed as -0.1 | 4.6 | -0.1 | -8.1

# Results in sequence from above.
# TEAD-YAP inh, nos. 49–55 → 3.0, 5.2, 0.5, 8.6, 4.7, 13.5, -4.8
# MITF primary, nos. 49–55 → 17.4, 17.2, -0.3, -3.1, 3.5, 12.3, 22.5
# FBW7 act, nos. 49–55 → 0.5, 0.1, 0.0, 0.0, -0.1, -0.2, 0.6

# More structures:
(57) O=C(CSc1nnc(SCC(=O)Nc2ccc(OC(F)(F)F)cc2)s1)Nc1ccc(OC(F)(F)F)cc1
(58) Cc1c(NC(=S)NC(=O)c2cccs2)cccc1-c1nc2ncccc2o1
(59) CN1C(=O)C(=Cc2cccn2-c2ccc([N+](=O)[O-])cc2)C(=O)N(C)C1=S
(60) COc1ccc(Oc2c(C(F)(F)F)oc3cc(OC(=O)c4ccc(OC)cc4)ccc3c2=O)cc1
(61) CCOC(=O)Cc1ccc(N(Cc2ccc(Cl)cc2)S(=O)(=O)c2cccc([N+](=O)[O-])c2)cc1
(62) COc1ccc(NC(=O)c2coc(=O)c3ccccc23)c(OC)c1
(63) CC1(C)Cc2c(c(N3CCOCC3)nc3sc(C(=O)c4ccccc4)c(NC(=O)c4ccccc4)c23)CO1
(64) Cc1ccc(NC(=O)c2cc([N+](=O)[O-])ccc2N2CCN(C)CC2)cc1Cl

screen / no. | 57 | 58 | 59 | 60 | 61 | 62 | 63 | 64
GPR151 ag | -0.2 | -0.8 | 0.4 | 0.1 | 0.7 | 0.8 | 1.2 | -1.1
TEAD-YAP inh | -10.5 | 5.7 | 5.2 | -3.0 | 3.4 | -1.9 | -11.9 | -6.7
FBW7 act | 0.1 | -0.1 | 0.0 | -0.1 | -0.1 | 0.1 | 0.2 | -0.1
MITF primary | 1.3 | 4.6 | 2.8 | -14.7 | 1.7 | 8.4 | -9.8 | 3.5

(65) O=C(NC12CC3CC(CC(C3)C1)C2)C1CCN(S(=O)(=O)c2ccc(Cl)cc2)CC1
(66) O=C(C1CC(Cc2cccc(F)c2)=NO1)N1CCC(C(O)Cc2ccccc2)CC1 (stereo unspecified)
(67) CCN(CCN(C)C)S(=O)(=O)c1ccc2c(c1)CCN2C(C)=O
(68) CC(CN1CCc2nnc(CNC(=O)Cc3cccc(F)c3)n2CC1)c1ccccc1 (stereo unspecified)
(69) CCc1ccc(N(CC(=O)NC(C)(C)CC)C(=O)CCC(=O)Nc2ccccn2)cc1
(70) Cc1cc(S(=O)(=O)NC2CCCCC2)ccc1OCC(=O)Nc1ccc2c(c1)OCO2
(71) Cc1c(OC(=O)C2CC2)ccc2c3c(c(=O)oc12)CCC3
(72) CCCC(c1nnnn1Cc1ccc2c(c1)OCO2)N1CCN(CC)CC1 (stereo unspecified)
(73) CCOc1cc(/C=C2/C(=N)N3N=C(CC)SC3=NC2=O)ccc1OCCOc1ccc(C(C)CC)cc1 (stereo unspecified)

screen / no. | 65 | 66 | 67 | 68 | 69 | 70 | 71 | 72 | 73
GPR151 ag | -1.3 | -0.6 | -0.5 | -0.4 | 1.4 | -0.5 | 1.2 | 0.2 | 1.9
TEAD-YAP inh | -3.3 | -46.9 | 1.0 | -11.3 | 9.7 | 5.3 | 22.1 | -20.5 | 0.8
FBW7 act | 0.8 | 0.0 | 0.1 | 0.0 | 0.1 | -0.2 | 0.1 | 0.2 | 0.0
MITF primary | 8.8 | -7.6 | 3.6 | -13.5 | 3.2 | 1.0 | -2.8 | 12.1 | 2.1

# High-throughput results deposited in PubChem BioAssay by The Scripps Research Institute Molecular Screening Center.
